# Compound activity deposited in PubChem by several laboratories.
# Bcl-XL Bim block: disrupts Bim peptide binding to human Bcl-XL; Q07817; bead flow cytometry, fluorescence; inhibition, % at 10 µM; 190,000 compounds, 0.04% hits
# Target sequence (Q07817 whole entry, looked up): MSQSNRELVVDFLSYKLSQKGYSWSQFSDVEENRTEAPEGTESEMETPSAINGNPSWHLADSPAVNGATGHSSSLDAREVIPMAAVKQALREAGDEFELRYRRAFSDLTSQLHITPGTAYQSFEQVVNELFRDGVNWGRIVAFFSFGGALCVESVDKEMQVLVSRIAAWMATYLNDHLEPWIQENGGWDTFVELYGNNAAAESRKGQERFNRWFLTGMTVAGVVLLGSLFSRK
# RGS8-Gao: modulates binding of RGS8 to human Galphao. response (percent of control binding), % at 10 µM. multiplexed bead flow cytometry; actives lie on both sides. P09471. 220,000 compounds, 0.34% hits; in the data active = response below about 60% or above about 140%; inactive = in between;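 note: Galphao activated as the GDP aluminium fluoride complex binding bead-coupled RGS8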
# Target sequence (P09471 whole entry, looked up): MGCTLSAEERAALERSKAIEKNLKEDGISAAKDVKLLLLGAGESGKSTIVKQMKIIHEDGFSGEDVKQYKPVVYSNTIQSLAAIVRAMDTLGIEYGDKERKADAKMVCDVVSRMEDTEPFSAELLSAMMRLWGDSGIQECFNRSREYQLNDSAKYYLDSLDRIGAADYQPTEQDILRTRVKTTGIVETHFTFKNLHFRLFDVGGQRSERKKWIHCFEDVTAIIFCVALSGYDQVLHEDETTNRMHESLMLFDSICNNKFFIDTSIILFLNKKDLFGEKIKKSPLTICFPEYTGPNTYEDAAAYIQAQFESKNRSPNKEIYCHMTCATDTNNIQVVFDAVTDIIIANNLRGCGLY
# Bim-Bcl-B: inhibitors of Bim-Bcl-B interaction, human. inhibition, % at 10 µM. bead-based flow cytometry, Bim peptide-Bcl-B binding. Q9HD36. 190,000 compounds, 0.073% hits;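 note: 0% = tracer peptide without compound and 100% = reference inhibitor peptide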
# Mcl1 Bid PPI: Mcl-1/Bid interaction inhibition. Q07820. TR-FRET Mcl-1/Bid-Dy647 peptide binding, 1536-well. inhibition, % at 21.7 µM. 220,000 compounds, 0.97% hits;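 active = compounds that cut the binding signal by more than half at the single screening dose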;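 note: His-tagged Mcl-1 with europium anti-His antibody binding Bid BH3 peptide; 0% = Mcl-1 plus peptide wells and 100% = peptide-only wells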
# GSH fluor: compound fluoresces at 488/530 nm on GSH beads; fluorescence (KMESF) at 10 µM; GSH beads flow cytometry, compound fluorescence 488/530 nm; stronger effect = higher value; AID 1776; 190,000 compounds, 0.25% hits; in the data active = fluorescence above about 89;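 note: glutathione beads carrying GST-tagged Bcl family fusion proteins plus one bare bead set; values are compound well signal with DMSO vehicle wells as background; inactives centre near 16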
# Bim-Mcl-1: disrupts Bim peptide binding to human Mcl-1 | Q07820 | inhibition, % at 10 µM | AID 1009 | Bead-based flow cytometry, Bim peptide-Mcl-1 binding | 190,000 compounds, 0.1% hits;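 note: 0% = no compound tracer wells and 100% = peptide blocker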
# RGS7-Gao: modulates binding of RGS7 to human Galphao | P09471 | Multiplexed bead flow cytometry; actives lie on both sides | binding response (% of control), % at 10 µM | 220,000 compounds, 0.35% hits | AID 1439; in the data active = binding response below about 49% or above about 150%; inconclusive = no clear call, values can overlap the other calls; inactive = in between;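 note: fluorescent Galphao held in activated GDP-AlF4 state binding bead-coupled RGS7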
# Bcl-2 Bim block: human Bim-Bcl-2 interaction inhibition; AID 950; Bead-based flow cytometry, Bim peptide-Bcl-2 binding; 190,000 compounds, 0.06% hits; inhibition, % at 10 µM; in the data active = inhibition above about 40%; inconclusive = no clear call, values can overlap the other calls;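 note: 0% = no compound wells with probe peptide and 100% = reference peptide inhibitor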
# Target sequence (P10415 whole entry, looked up): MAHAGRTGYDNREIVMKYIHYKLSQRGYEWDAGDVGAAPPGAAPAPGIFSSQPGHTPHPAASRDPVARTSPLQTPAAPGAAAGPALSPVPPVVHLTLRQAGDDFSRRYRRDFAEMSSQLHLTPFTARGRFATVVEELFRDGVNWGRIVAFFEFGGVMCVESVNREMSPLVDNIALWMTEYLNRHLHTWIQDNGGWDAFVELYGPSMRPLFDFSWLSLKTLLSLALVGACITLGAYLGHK
# RGS4-Gao reg: human RGS4-Galphao interaction regulation. 220,000 compounds, 0.33% hits. Multiplexed bead flow cytometry, RGS4-Galphao binding; actives lie on both sides. P09471. AID 1415. binding response (% of control), % at 10 µM; in the data active = binding response below about 49% or above about 150%; inactive = in between;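 note: fluorescent Galphao activated with aluminum fluoride binding bead-coupled RGS4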
# Bcl-W Bim block: inhibitors of Bim-Bcl-W interaction, human; 190,000 compounds, 0.02% hits; bead-based flow cytometry, Bim peptide-Bcl-W binding; AID 952; Q92843; inhibition, % at 10 µM;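 note: 0% = bound tracer without compound and 100% = peptide blocker; higher means less fluorescent Bim peptide bound to Bcl-W beads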
# Target sequence (Q92843 whole entry, looked up): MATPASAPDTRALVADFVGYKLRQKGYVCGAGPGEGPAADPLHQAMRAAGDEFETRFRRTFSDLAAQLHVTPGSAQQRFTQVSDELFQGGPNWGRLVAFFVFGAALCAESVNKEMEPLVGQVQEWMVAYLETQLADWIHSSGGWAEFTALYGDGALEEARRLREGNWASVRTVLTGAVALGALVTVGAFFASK
# Bfl-1 Bim block: human Bim-Bfl-1 interaction inhibition | Q16548 | Bead-based flow cytometry, Bim-Bfl-1 binding inhibition | inhibition, % at 10 µM | 190,000 compounds, 0.12% hits | AID 1008;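 note: 0% = wells without compound plus tracer and 100% = blocker peptide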
# The depositor's hits bear a star; ? = inconclusive; · = not tested or not shown. Cut-off read from the data, not from the text of the source, unless noted: active = inhibition above about 40%. No enrichment for hits; any-hit rate near 1.8%.
entry	Molecule	Bcl-XL Bim block	RGS8-Gao	Bim-Bcl-B	Mcl1 Bid PPI	GSH fluor	Bim-Mcl-1	RGS7-Gao	Bcl-2 Bim block	RGS4-Gao reg	Bcl-W Bim block	Bfl-1 Bim block
1	COc1ccc(NC(=S)N2CCNC(=O)C2CC(=O)Nc2cccc(Cl)c2C)cc1 (stereo not drawn)	6	79	7	-33	9	3	94	4	95	7	3
2	CC(=O)c1cccc(NC(=S)NC(=O)c2ccc(C)cc2Cl)c1	-1	100	-4	-27	17	-2	98	-10	101	-1	-8
3	CCSc1nc(-c2ccccc2)c(-c2ccccc2)n1CC(O)CO (stereo not drawn)	-4	100	-4	-29	14	0	?	-2	99	-1	-7
4	Nc1cccc2c1C(=O)N(Cc1cccc(Cl)c1)C2=O	-2	102	-1	11	66	-1	100	-1	103	0	1
5	COc1ccc(-n2c(SCC(=O)Nc3nccs3)nnc2-c2ccccc2)cc1	-1	111	-2	-36	14	1	99	-2	100	-3	-1
6	CCN1CCC(=NNC(=O)c2ccco2)CC1	-3	106	1	-15	9	0	105	0	109	0	0
7	c1ccc(C[n+]2cccc3c4ccccc4ccc32)cc1	-2	106	-7	10	10	-3	105	-3	112	-8	-7
8	COc1ccc(OC)c(CNC(=O)C2CCN(S(=O)(=O)N3CCCC3)CC2)c1	-7	102	-7	2	20	-3	97	-9	100	-1	-17
9	COc1cccc(Cn2c(NCc3cccnc3)nc3c2c(=O)n(C)c(=O)n3C)c1	-5	99	-1	-33	14	-3	96	-2	99	-4	-4
10	CCOC(=O)c1[nH]c(C)c(C(=O)N2CCN(c3ccc(OC)cc3)CC2)c1C	-3	99	-3	-44	13	0	84	0	96	-4	-3
11	CCC1Oc2ccc(C)cc2N(CC(=O)NCCN2CCCCCC2)C1=O (stereo not drawn)	-12	106	-8	-29	26	-8	110	-6	112	-6	-10
12	CCOC(=O)C(NC(=O)c1ccccc1)(OCc1ccc(F)cc1)C(F)(F)F (stereo not drawn)	0	101	1	10	8	0	103	-5	102	0	-7
13	COc1ccc(Cn2nnnc2CN(CCCN2CCOCC2)Cc2cc3cc(OC)ccc3[nH]c2=O)cc1	-1	92	0	-22	10	2	86	0	90	0	-6
14	O=C(CCc1ccccc1)N1N=C(c2ccncc2)CC1(O)C(F)(F)F (stereo not drawn)	0	99	-2	-6	13	-1	97	0	95	-1	-5
15	O=C(/C(=C/c1ccc(Cl)cc1)c1nc2ccccc2[nH]1)c1cccs1	-4	100	-5	0	5	0	101	-8	104	2	-12
16	CCn1c(CCc2nc3ccccc3[nH]2)n[nH]c1=S	-6	103	-13	-26	14	-4	105	-5	103	-4	-3
17	O=C(NNC(=O)c1ccc(NC(=O)c2ccccc2)cc1)c1ccccc1	-4	99	-4	-31	20	0	?	0	100	-4	-3
18	O=C(N1CCCCC1)C12CC3CC(CC(C3)C1)C2	-2	102	-8	-4	31	-1	104	-4	100	-3	-1
19	COc1ccc(S(N)(=O)=O)cc1C(=O)NCCCN1CCN(c2cccc(Cl)c2)CC1	-5	102	-4	-18	9	-3	100	-6	99	-4	-4
20	COc1cc(C(C(=O)NC2CCCCC2)N(CCN2CCOCC2)C(=O)C2COc3ccccc3O2)cc(OC)c1OC (stereo not drawn)	-7	104	-6	-7	52	-5	106	-12	104	-6	-15

# Values in list order from the list:
# Bcl-W Bim block for nos. 15–19: 2, -4, -4, -3, -4
# RGS7-Gao for nos. 15–19: 101, 105, ?, 104, 100

# Remaining list, next part
entry	Molecule	Bcl-XL Bim block	RGS8-Gao	Bim-Bcl-B	Mcl1 Bid PPI	GSH fluor	Bim-Mcl-1	RGS7-Gao	Bcl-2 Bim block	RGS4-Gao reg	Bcl-W Bim block	Bfl-1 Bim block
21	Cc1c(Cc2ccc3c(c2)OCO3)sc(NC(=O)C(C)(C)C)c1C#N	-1	101	-6	-3	22	0	102	-10	101	0	-14
22	Cc1ccc(-c2ccc(=O)n(CC(=O)NCCCN3CCCCC3C)n2)cc1 (stereo not drawn)	-5	102	-8	36	55	0	104	-11	99	0	-12
23	COc1ccc(NCc2nnc(SCC(=O)Nc3ccccc3)n2C)cc1	-5	95	-4	-30	11	-5	95	-2	94	-2	2
24	O=C(COC(=O)c1nc(Cl)ccc1Cl)Nc1ccc2c(c1)OCO2	-2	102	-2	-64	17	-1	102	-3	101	-1	-7
25	CSCCC(NC(=O)/C(=C/c1ccc(F)cc1)NC(C)=O)C(=O)O (stereo not drawn)	0	95	-4	-31	19	4	93	-2	92	0	0
26	Oc1ccc(/C(Cc2ccccn2)=N\Nc2ccccc2)c(O)c1	0	99	0	-22	10	0	96	0	99	3	-4
27	CSC(=NC#N)N1CCN(c2ccc(Cl)cc2)CC1	-1	102	-5	-30	24	-3	97	-2	99	0	-12
28	COc1ccc(C2CC(c3ccc(Cl)c(Cl)c3)Nc3nc(N)nn32)cc1 (stereo not drawn)	-1	95	-4	-14	21	1	87	0	91	0	-9
29	CCCCNC(=S)NCc1ccc2[nH]c3c(c2c1)CCCC3	-2	105	-4	-40	10	-1	102	-4	102	0	-3
30	O=C(CSc1ccc2nnc(-c3ccc(F)cc3)n2n1)NCc1ccco1	-13	100	-16	-17	32	-7	106	-4	102	-5	-1
31	CCC(CC)C(=O)c1c[nH]c(C(=O)NCc2cccnc2)c1	-5	101	-1	-2	14	0	100	-5	104	0	-6
32	COC(=O)c1[nH]c(C)c(/C(O)=C2\C(=O)C(=O)N(CCN3CCOCC3)C2c2cccs2)c1C (stereo not drawn)	-3	102	-4	-16	12	-3	103	3	100	-3	-3
33	O=C(Nc1ccc(N2CCN(Cc3ccccc3)CC2)cc1)c1ccccc1[N+](=O)[O-]	-3	104	-5	-30	11	-3	?	-2	98	-5	-2
34	COc1cc(/C=N/N=C(/C(=O)c2ccccc2)c2ccccc2)cc(OC)c1O	-2	101	-11	1	11	-1	102	-4	99	0	0
35	COc1cccc(CC2(CO)CCCN(S(=O)(=O)N(C)C)C2)c1 (stereo not drawn)	1	101	0	-15	22	3	101	-3	102	1	-7
36	O=C(Nc1nnc(C2CC2)s1)C1Cc2ccccc2CN1C(=O)c1ccco1 (stereo not drawn)	-3	93	-2	-17	11	0	94	-1	91	0	-4
37	C=CCn1c(=O)c2ccc(C(=O)NCc3ccccc3)cc2n(Cc2cccc(Cl)c2)c1=O	-6	·	-3	7	18	-3	·	0	·	-4	0
38	CCO/C=C/C(O)(CNC(=O)c1ccc(C(C)(C)C)cc1)C(F)(F)F (stereo not drawn)	-10	100	-8	0	10	-5	96	-7	99	-7	-13
39	CSc1nsc2nc(=O)c(/C=C3\C(C)=Nc4ccc(C)cc43)c(N)n12	-2	102	-3	21	12	-1	109	-3	103	0	-4
40	CS(=O)(=O)N(CC(=O)NCc1ccncc1)C1CCCCC1	-1	104	-2	-23	22	3	97	2	100	4	1

# Random excerpt: five records from the list.
entry	Molecule	Bcl-XL Bim block	RGS8-Gao	Bim-Bcl-B	Mcl1 Bid PPI	GSH fluor	Bim-Mcl-1	RGS7-Gao	Bcl-2 Bim block	RGS4-Gao reg	Bcl-W Bim block	Bfl-1 Bim block
7	c1ccc(C[n+]2cccc3c4ccccc4ccc32)cc1	-2	106	-7	10	10	-3	105	-3	112	-8	-7
15	O=C(/C(=C/c1ccc(Cl)cc1)c1nc2ccccc2[nH]1)c1cccs1	-4	100	-5	0	5	0	101	-8	104	2	-12
8	COc1ccc(OC)c(CNC(=O)C2CCN(S(=O)(=O)N3CCCC3)CC2)c1	-7	102	-7	2	20	-3	97	-9	100	-1	-17
39	CSc1nsc2nc(=O)c(/C=C3\C(C)=Nc4ccc(C)cc43)c(N)n12	-2	102	-3	21	12	-1	109	-3	103	0	-4
18	O=C(N1CCCCC1)C12CC3CC(CC(C3)C1)C2	-2	102	-8	-4	31	-1	104	-4	100	-3	-1

# The listing picks up, starting four compounds before the break.
entry	Molecule	Bcl-XL Bim block	RGS8-Gao	Bim-Bcl-B	Mcl1 Bid PPI	GSH fluor	Bim-Mcl-1	RGS7-Gao	Bcl-2 Bim block	RGS4-Gao reg	Bcl-W Bim block	Bfl-1 Bim block
37	C=CCn1c(=O)c2ccc(C(=O)NCc3ccccc3)cc2n(Cc2cccc(Cl)c2)c1=O	-6	·	-3	7	18	-3	·	0	·	-4	0
38	CCO/C=C/C(O)(CNC(=O)c1ccc(C(C)(C)C)cc1)C(F)(F)F (stereo not drawn)	-10	100	-8	0	10	-5	96	-7	99	-7	-13
39	CSc1nsc2nc(=O)c(/C=C3\C(C)=Nc4ccc(C)cc43)c(N)n12	-2	102	-3	21	12	-1	109	-3	103	0	-4
40	CS(=O)(=O)N(CC(=O)NCc1ccncc1)C1CCCCC1	-1	104	-2	-23	22	3	97	2	100	4	1
41	Cc1cnc(NC(=O)CCNC(=O)c2ccc([N+](=O)[O-])cc2)s1	-3	103	-5	-50	16	1	100	-4	102	1	-7
42	O=C(CN1CCN(CC(=O)Nc2ccccn2)CC1)Nc1ccccn1	-6	129	-2	-7	26	-2	107	-6	108	-1	-3
43	COC(=O)c1ccccc1NC(=O)c1ccc(COc2cc(C)cc(C)c2)o1	-7	105	-7	0	39	-1	103	-7	100	1	-11
44	O=C1c2ccccc2C(=O)N1CCCc1nc2ccccc2c(=O)n1-c1cccnc1	-4	101	0	-8	32	-3	101	-2	99	1	0
45	Cc1ccc(C2N(c3ccc(Cl)c(Cl)c3)C(=O)C3CCCN32)o1 (stereo not drawn)	3	103	-13	1	32	-1	105	-11	105	-1	-13
46	COc1ccc(-n2nnc3c(=O)n(CC(=O)Nc4cc(C)on4)cnc32)cc1OC	-2	109	-7	-4	9	-1	106	-4	103	-3	-8
47	Cc1c(Cl)cccc1NC(=O)CSc1nc2c(c(=O)[nH]1)CCCC2	-8	91	-6	-14	23	-7	98	-5	99	-4	0
48	Cc1cccc(NC(=O)CSc2nnc(NC(=O)CN3CCCCC3)s2)c1	-5	103	-5	-40	9	-3	102	-7	103	-4	-3
49	COc1ccccc1NS(=O)(=O)c1cccc(C(=O)N/N=C2\CC(=O)CC(C)(C)C2)c1	8	86	6	-34	7	4	88	6	87	11	4
50	CCCCN(C)C/C(O)=C(\C#N)c1nc(-c2ccccc2)cs1	-6	90	0	-50	41	-5	94	-2	91	0	2
51	O=C(CSc1nnnn1C1CCCCC1)Nc1ccccc1F	-3	108	-4	14	13	-2	104	-5	103	-4	-7
52	CCOC(=O)c1cnn(-c2ccc(C(C)C)cc2)c1NC(=O)C1CCC1	-3	100	-2	-60	19	-2	102	-1	98	-3	-5
53	CC1Cc2nc(SCC(=O)NCC3CCCO3)n(Cc3ccccc3)c(=O)c2S1 (stereo not drawn)	-5	·	-7	-14	20	0	·	8	·	-3	2
54	CN(C)S(=O)(=O)c1ccc(C(=O)NCCOc2ccccc2)cc1	-4	101	-9	-4	22	-1	95	-9	98	0	-11
